Efflux pump mplx: blocks antifungal efflux pumps in multiplex yeast assay | AID 485275 | inhibition, % at 10 µM | hit rate 0.44% among 330,000 | S. cerevisiae Candida pump triplex, Nile Red efflux;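 active = plate passing quality check with inhibition over a set limit, or well fluorescence over plate mean plus 4 SD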;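 also: Nile Red retained in pooled yeast measured as flow cytometry median fluorescence; 0% = buffer negative control and 100% = Enniatin B positive control; higher means more Nile Red kept so more efflux inhibition; some compounds called inactive have numbers as strong as hits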
RPL19A-GFP yeast: alters RPL19A-GFP fluorescence in TOR pathway yeast screen. S. cerevisiae RPL19A-GFP strain, flow cytometry, 3 h; active compounds read low. percent response vs DMSO, % at 10 µM. hit rate 0.3% among 330,000. AID 2025;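 active = percent response vs DMSO below 50%; inconclusive = fewer than 70 events counted for the yeast strain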;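 also: median channel GFP fluorescence of the barcoded RPL19A-GFP strain; ratio of sample median GFP to plate DMSO average so 100% = DMSO; lower means less RPL19A-GFP as with rapamycin TOR inhibition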
CIT2 TOR yeast: yeast TOR pathway CIT2-GFP modulation; S. cerevisiae CIT2-GFP strain, flow cytometry, 3 h; 100 means same as DMSO wells; GFP response vs DMSO, % at 10 µM; hit rate 0.065% among 320,000;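 active = GFP response relative to DMSO above a set limit, near the screen mean plus 3 SD, cut at about 150% in these data; inconclusive = Fewer than 70 cells measured for a yeast strain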;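 also: ratio of well median GFP fluorescence to mean of DMSO wells on the plate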
AHR act: activates the human aryl hydrocarbon receptor; P35869; AHR-responsive luciferase reporter cells, luminescence; activation, % at 5 µM; hit rate 2.5% among 320,000; AID 2796; in the data active = activation above about 47%;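 also: 0% = vehicle wells and 100% = reference agonist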
Target sequence (P35869 whole entry, looked up): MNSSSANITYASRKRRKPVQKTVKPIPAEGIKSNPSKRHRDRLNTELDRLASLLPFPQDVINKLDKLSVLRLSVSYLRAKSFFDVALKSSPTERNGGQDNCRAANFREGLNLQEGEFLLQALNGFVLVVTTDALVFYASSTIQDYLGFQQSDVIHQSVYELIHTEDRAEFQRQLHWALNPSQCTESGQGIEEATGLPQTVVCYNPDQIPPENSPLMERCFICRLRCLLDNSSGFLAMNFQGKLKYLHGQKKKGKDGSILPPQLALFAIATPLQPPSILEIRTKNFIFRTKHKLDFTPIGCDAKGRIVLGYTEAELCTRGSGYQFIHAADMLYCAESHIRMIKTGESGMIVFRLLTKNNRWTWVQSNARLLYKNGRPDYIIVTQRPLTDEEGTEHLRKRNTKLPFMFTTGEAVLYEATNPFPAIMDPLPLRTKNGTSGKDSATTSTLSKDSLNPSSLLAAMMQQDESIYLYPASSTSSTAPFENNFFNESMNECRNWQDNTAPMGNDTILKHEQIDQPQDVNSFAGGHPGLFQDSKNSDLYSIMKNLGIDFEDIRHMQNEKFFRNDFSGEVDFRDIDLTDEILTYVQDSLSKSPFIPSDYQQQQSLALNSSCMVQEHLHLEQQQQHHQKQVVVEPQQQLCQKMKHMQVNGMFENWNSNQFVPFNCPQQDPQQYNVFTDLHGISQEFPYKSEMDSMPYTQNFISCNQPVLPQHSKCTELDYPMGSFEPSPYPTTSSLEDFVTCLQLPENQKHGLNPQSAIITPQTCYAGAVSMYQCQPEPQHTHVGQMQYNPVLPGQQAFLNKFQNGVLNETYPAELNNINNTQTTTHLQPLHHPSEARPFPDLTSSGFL
LAP4-GFP MLPCN: modulators of TOR pathway LAP4-GFP in S. cerevisiae; S. cerevisiae LAP4-GFP multiplex, flow cytometry GFP, 3 h; median GFP as percent of DMSO wells; GFP response vs DMSO, % at 10 µM; hit rate 0.34% among 320,000; AID 2023;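 active = GFP response vs DMSO above a set limit, about the screen mean plus 3 SD, cut at about 150% in these data; inconclusive = under 70 cell events counted for the yeast strain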
Yeast superoxide: caloric restriction mimetics inhibiting age-related superoxide in yeast | S. cerevisiae aged cells, superoxide DHE fluorescence; active compounds read low | superoxide response (% of plate mean), % at 10 µM | hit rate 0.18% among 330,000 | AID 2690;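 active = superoxide response under a set limit, about three screen SD below normal, cut at about 65% in these data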;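 also: yeast aged for seven days with compound at 30 °C before DHE staining; 100% = average MFI of all compound-treated wells on the plate with controls excluded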
AGP1 TOR yeast: yeast TOR pathway AGP1-GFP modulation; S. cerevisiae AGP1-GFP multiplex flow cytometry, 3 h; GFP as percent of DMSO wells; GFP response vs DMSO, % at 10 µM; hit rate 0.02% among 320,000; AID 2066;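 active = GFP response relative to DMSO above a set limit, near screen average plus 3 SD, cut at about 150% in these data; inconclusive = fewer than 70 cells counted for the yeast strain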;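 also: median GFP channel fluorescence of the gated AGP1 strain per well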
MEP2 TOR yeast: yeast TOR pathway MEP2-GFP modulation | GFP response vs DMSO, % at 10 µM | S. cerevisiae MEP2-GFP strain, flow cytometry GFP, 3 h; 100% = DMSO control level | hit rate 0.51% among 330,000 | AID 2016;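 active = GFP response versus DMSO above a set limit, roughly screen mean plus 3 SD, cut at about 180% in these data; inconclusive = fewer than 70 cells counted for a yeast strain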;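 also: median GFP fluorescence of the barcode-gated MEP2-GFP cells per well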
* = called active by the depositor; ? = inconclusive; / = no result given; [ ] = remark or other dose.

SMILES | Efflux pump mplx | RPL19A-GFP yeast | CIT2 TOR yeast | AHR act | LAP4-GFP MLPCN | Yeast superoxide | AGP1 TOR yeast | MEP2 TOR yeast
O=C(CN1C(=O)C2CCCCC2C1=O)Nc1cccc([N+](=O)[O-])c1 (stereo not drawn) | 0.0 | 99 | 97 | 5 | 99 | 103 | 99 | 98
COc1cc(C(=S)N2CCCC2)ccc1OCC(N)=O | 0.0 | 103 | 101 | -2 | 98 | 88 | 106 | 99
Nc1ccc2nc(-c3cc(Cl)c(N)c(Cl)c3)[nH]c2c1 | -0.1 | 101 | 91 | 39 | 103 | 109 | 100 | 106
COc1cc(/C=C(\C#N)C(=O)Nc2cccc(C(=O)O)c2)ccc1OCc1ccc(C)cc1 | 0.0 | 94 | 100 | -2 | 94 | 102 | 96 | 103
COc1cccc(C2c3[nH]c4ccccc4c3C[C@H]3C(=O)N(C4CC4)CC(=O)N23)c1 (stereo partly drawn) | 0.0 | 97 | 101 | 2 | 109 | 92 | 100 | 96
COc1cc2sc(C)nc2cc1C | -0.1 | 103 | 115 | -2 | 98 | 97 | 104 | 98
COc1cccc(CNc2ccc3c(c2)ncn3C)c1OC | 0.0 | 103 | 100 | / | 90 | 93 | 97 | 107
O=C(Cn1c2ccc(F)cc2c2nc3n(c(=O)c21)CCS3)NC1CCCC1 | 0.0 | 87 | 79 | 2 | 97 | 83 | 85 | 80
COc1cc(CNCCc2ccccc2)ccc1OCC(=O)NC(C)(C)C | 0.0 | 101 | 103 | 1 | 97 | 92 | 101 | 108
NC(=O)c1ccc(NC(=O)COc2cccc3ccccc23)cc1 | -0.1 | 107 | 86 | 11 | 71 | 101 | 90 | 100
CC1CCCCN1C(=O)CSc1nc(N)cc(=O)[nH]1 (stereo not drawn) | 0.0 | 85 | 86 | -3 | 78 | 110 | 88 | 90
Cc1c(N=C2NC(=O)C(CC(=O)Nc3ccc(Cl)cc3)S2)c(=O)n(-c2ccccc2)n1C (stereo not drawn) | 0.3 | 100 | 99 | -1 | 110 | 107 | 107 | 109
Cc1cc(Br)c(NC(=O)COC(=O)C2CCCCC2)c(Br)c1 | 0.2 | 94 | 94 | 2 | 90 | 104 | 87 | 91
O=C(N=C1SC2CS(=O)(=O)CC2N1Cc1ccc(F)cc1)C1CCCO1 (stereo not drawn) | -0.3 | 94 | 100 | 0 | 85 | 71 | 91 | 94
Cc1ccc(N=Nc2ccc(N)cc2C)c(S(N)(=O)=O)c1 | -0.3 | 100 | 99 | 0 | 95 | 98 | 96 | 100
CCN(CC)CCn1c(=S)[nH]c2ccccc2c1=O | -0.2 | 98 | 97 | 5 | 95 | 93 | 103 | 99
Cc1cccc(NC(=S)NC(=O)/C=C/c2ccco2)c1 | 0.0 | 83 | 82 | 6 | 83 | 98 | 83 | 87
COc1ccccc1N(CCC#N)C(=S)Nc1ccc(S(=O)(=O)N2CCOCC2)cc1 | 0.0 | 99 | 101 | 0 | 119 | 91 | 100 | 100
CC(=O)Nc1ccc(S(=O)(=O)NCc2ccc(C(=O)NC(C)c3ccccc3)cc2)cc1 (stereo not drawn) | 0.0 | 99 | 108 | 0 | 90 | 87 | 100 | 94
Cc1ccc(CN2CCN(C/C(Cl)=C/c3ccccc3)CC2CCO)o1 (stereo not drawn) | -0.1 | 104 | 106 | 3 | 100 | 81 | 104 | 105
Cc1ccccc1OCC(=O)Nc1ccc2c(c1)OCO2 | 0.1 | 93 | 91 | 11 | 105 | 90 | 92 | 102
CCOC(=O)c1c(C)nc(C)c(C(=O)OCC)c1-c1ccc(OC)cc1 | 0.1 | 98 | 101 | 3 | 95 | 87 | 97 | 93
CCCC(=O)NCCc1ccc(S(N)(=O)=O)cc1 | 0.0 | 99 | 100 | -1 | 89 | 93 | 104 | 96
NC(=O)C1(N2CCCCC2)CCN(C(=O)c2cccn3c(=O)c4cc(Cl)ccc4nc23)CC1 | 0.0 | 95 | 96 | 26 | 97 | 90 | 97 | 96
CCOCC(=O)Nc1nnc(C2CCCCC2)s1 | 0.0 | 101 | 102 | -2 | 108 | 121 | 103 | 104
Cc1nc(N2CCOCC2)nc2c1CCCC2 | -0.1 | 103 | 109 | -1 | 94 | 83 | 86 | 100
O=C(Cc1n[nH]c(=O)c2ccccc12)Nc1cccc(S(=O)(=O)N2CCCC2)c1 | 0.0 | 98 | 100 | 3 | 99 | 91 | 105 | 100
C=CCNC(=O)/C(C#N)=C/c1c(N(Cc2ccccc2)Cc2ccccc2)nc2ccccn2c1=O | 0.2 | 94 | 92 | 4 | 92 | 91 | 98 | 93
COc1ccc(-n2c(-c3ccco3)n[nH]c2=S)cc1 | 0.0 | 99 | 106 | 1 | 92 | 98 | 100 | 97
O=S(=O)(c1ccc2c(c1)OCCO2)N1CCC(c2nc3ccc(Cl)cc3[nH]2)CC1 | -0.2 | 98 | 94 | 2 | 98 | 118 | 97 | 105
S=C(Nc1ccc(Cl)cc1Cl)Nc1ccccc1Oc1ccccc1 | 0.2 | 83 | 76 | 3 | 86 | 100 | 82 | 87
COC(=O)c1ccc(-c2ccc(C(c3c(C)[nH][nH]c3=O)c3c(C)[nH][nH]c3=O)o2)cc1 | 0.0 | 101 | 105 | 0 | 114 | 102 | 107 | 120
O=C(O)C(c1ccccc1)C1(O)CCCC1 (stereo not drawn) | 0.1 | 105 | 99 | 4 | 96 | 105 | 106 | 101
Cc1ccccc1-n1ccnc1SCC(=O)Nc1cccc(S(=O)(=O)NC2=NCCC2)c1 | -0.1 | 101 | 103 | 2 | 111 | 76 | 109 | 113
COc1ccc(C(=O)Nc2ccc(NC(=O)c3ccccc3OC)nc2)cc1 | -0.4 | 97 | 99 | -10 | 103 | 103 | 99 | 103
COc1ccc(N2CCN(C(=O)CCCOc3cc(=O)n(C)c4ccccc34)CC2)cc1 | 0.0 | 104 | 102 | 0 | 106 | 106 | 105 | 108
O=S(=O)(Nc1cccc(C(F)(F)F)c1)c1cnc[nH]1 | 0.0 | 102 | 98 | 9 | 100 | 110 | 101 | 106
Nc1nc(Nc2cccc3ccccc23)nc(C2CCCC2=O)n1 (stereo not drawn) | -0.1 | 104 | 102 | 8 | 102 | 103 | 108 | 104
O=S(=O)(O)c1nc2ccccc2n1Cc1ccccc1 | 1.1 | 102 | 96 | 15 | 92 | 73 | 99 | 101
CCOc1ccc(-n2nnnc2SCC(=O)Nc2ccc(NC(C)=O)cc2)cc1 | -0.1 | 102 | 107 | -1 | 92 | 104 | 100 | 107
NS(=O)(=O)c1ccc(CCNc2nc(CN3CCCCC3)nc3sc4c(c23)CCC4)cc1 | 0.0 | 101 | 111 | 2 | 97 | 103 | / | 101
CCOc1cccc(/C(O)=C2/C(=O)C(=O)N(Cc3ccco3)C2c2ccncc2)c1 (stereo not drawn) | -0.1 | 78[may fluoresce violet] | ? | 1 | 89[may fluoresce violet] | 89 | 23[may fluoresce violet] | 108[may fluoresce violet]
O=C(Nc1cccc(C(=O)O)c1)/C(=C\c1ccccc1)NC(=O)c1ccccc1 | 0.2 | 94 | 91 | 0 | 99 | 91 | 102 | 103
O=C(Nc1ccc(Cl)cc1)NC1CCCc2ccccc21 (stereo not drawn) | 0.0 | 100 | 100 | 1 | 96 | 104 | 99 | 104
COc1cccc(CNC(=O)C(CC(C)C)NC(=O)c2ccccc2C)c1 (stereo not drawn) | 0.2 | 103 | 104 | 5 | 93 | 119 | 98 | 102
CCOC(=O)C1C(=O)CC(C)(O)C(C(=O)OCC)C1c1cccc(OC)c1 (stereo not drawn) | -0.1 | 104 | 102 | 0 | 99 | 91 | 108 | 107
CC(C)(C)C(=O)Nc1ccccc1C(=O)NCc1cccnc1 | 0.1 | 96 | 87 | 5 | 92 | 90 | 93 | 93
COC(c1ccccc1)c1nnc(CCC(=O)NCCC(C)C)o1 (stereo not drawn) | -0.1 | 109 | 105 | 3 | 95 | 87 | 103 | 109
CCOC(=O)COc1nc2c(c(-c3ccco3)c1C#N)CCc1ccccc1-2 | 0.1 | 100 | 99 | 0 | 107 | 94 | 98 | 103
Cc1ccc(S(=O)(=O)N2C(=O)CCC2C(=O)Nc2ccc3c(c2)OCCO3)cc1 (stereo not drawn) | -0.1 | 99 | 105 | 1 | 92 | 95 | 99 | 102
COC(=O)c1noc(-c2ccc(C)cc2)n1 | 0.6 | / | 107 | -3 | 97 | 93 | 107 | 104
Cc1ccccc1Cn1nc(C)c(NC(=O)c2cc(-c3ccco3)on2)c1C | -0.2 | 95 | 98 | -5 | 96 | 106 | 96 | 95
O=C(COC(=O)c1cccc(Cl)c1)Nc1ccc2[nH]c(=O)[nH]c2c1 | 0.3 | 100 | 105 | 0 | 110 | 87 | 99 | 102
COC(=O)CSc1nc2c(c(=O)n(C)c(=O)n2C)n1CCC(C)C | 0.1 | 96 | 88 | 3 | 87 | 111 | / | 97
COc1ccc(-n2c(C)cc(C(=O)CN3CCCCC3)c2C)cc1 | 0.3 | 104 | 72 | 6 | 87 | 97 | 91 | 103
O=C(NCC(=O)N(Cc1cccs1)C(C(=O)NC1CCCCC1)c1ccncc1)c1ccco1 (stereo not drawn) | -0.1 | 100 | 100 | 0 | 104 | 100 | 102 | 104
CCN(CC)S(=O)(=O)c1ccc(C(=O)NCCSc2c[nH]c3ccccc23)cc1 | 0.0 | 100 | 104 | 11 | 100 | 100 | 101 | 96
COc1cccc(OC)c1C1=NC(C)(C)CO1 | 0.0 | 105 | 103 | 0 | 112 | 115 | 113 | 111
O=C(NCCN1CCN(C(=O)c2cccs2)CC1)C(=O)Nc1ccc(Br)cc1 | 0.4 | 97 | 86 | 3 | 100 | 96 | 94 | 103
Cc1onc(-c2c(Cl)cccc2Cl)c1NC(=O)N(C)N | 0.2 | 102 | / | -1 | / | 114 | / | 100

Record cards (already shown). Order of screens: Efflux pump mplx	RPL19A-GFP yeast	CIT2 TOR yeast	AHR act	LAP4-GFP MLPCN	Yeast superoxide	AGP1 TOR yeast	MEP2 TOR yeast
COc1cccc(CNC(=O)C(CC(C)C)NC(=O)c2ccccc2C)c1 (stereo not drawn) in the list: 0.2	103	104	5	93	119	98	102
COC(c1ccccc1)c1nnc(CCC(=O)NCCC(C)C)o1 (stereo not drawn) in the list: -0.1	109	105	3	95	87	103	109

Next results
SMILES | Efflux pump mplx | RPL19A-GFP yeast | CIT2 TOR yeast | AHR act | LAP4-GFP MLPCN | Yeast superoxide | AGP1 TOR yeast | MEP2 TOR yeast
O=C(N/N=C/c1ccccn1)c1cccc(NC(=O)c2ccc(Cl)cc2)c1 | 0.0 | 102 | 102 | 1 | 106 | 97 | 99 | 105
CC(C)C1Nc2ccc(S(=O)(=O)N3CCOCC3)cc2NC1=O (stereo not drawn) | -0.3 | 95 | 97 | 1 | 113 | 100 | 103 | 107
Nc1nc2ncc(-c3ccsc3)c(N)n2n1 | 0.0 | 102 | 105 | 1 | 101 | 90 | 104 | 106
Cc1[nH]c2ccccc2c1/C=N/Nc1ccc([N+](=O)[O-])cc1 | 0.5 | 94 | 88 | 0 | 94 | 84 | 86 | 94
O=C(Cc1ccc2cccnc2c1)c1ccc(O)cc1O | 0.0 | 95 | 91 | -7 | 99 | 99 | 96 | 98
c1ccc(-n2c(-c3ccncc3)nnc2-c2ccco2)cc1 | -0.1 | 102 | 107 | 2 | 99 | 71 | 107 | 100
O=C(COc1nc2ccccc2nc1N1CCOCC1)Nc1ccc(S(=O)(=O)N2CCCC2)cc1 | -0.2 | 102 | 102 | -2 | 106 | 96 | 108 | 105
CCOc1ccccc1N(CC(=O)Nc1ccc(S(=O)(=O)N2CCOCC2)cc1)S(C)(=O)=O | 0.1 | 96 | 112 | 2 | 93 | 104 | 94 | 92

Screens deposited in PubChem BioAssay by several laboratories.
